TCR CD3 inh – inhibitors of human TCR-CD3 interaction, primary screen, biochemical, fluorescence, TAMRA-labeled TCR probe; T-cell receptor (TCR); inhibition, % at 9.4 µM; actives 0.37% (n = 360,000); AID 651800, 2012; in the data active = inhibition above about 19%;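 also: recombinant mutant TCR 2C K166C tagged with TAMRA read by polarization; 0% = receptor in buffer alone and 100% = receptor with positive control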
LEDGF integ inh – blockers of LEDGF/p75-dependent integrase strand transfer – biochemical, TR-FRET, high throughput, primary screen; actives 0.64% (n = 370,000); TR-FRET IN-LEDGF/p75 DNA integration, Eu/Cy5; HIV-1 integrase (with human LEDGF/p75); inhibition, % at 3.7 µM;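 active = inhibition above the screen-wide mean plus 3 SD, cut at about 13% in these data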;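 also: signal is the Cy5 over europium emission ratio at 671 and 618 nm; 0% = plate median of compound wells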
UHRF1 binding – UHRF1 methylated DNA binding inhibitors, primary screen, counter-screen for MBD2 inhibitor project, biochemical, TR-FRET, human UHRF1, single concentration; E3 ubiquitin-protein ligase UHRF1 (Homo sapiens), Q96T88; UHRF1 binding to methylated oligo; inhibition, % at 4.4 µM; actives 0.75% (n = 370,000); in the data active = inhibition above about 21%;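 also: UHRF1 SRA domain binding a hemimethylated CpG hairpin DNA probe; 0% = median of test compound wells and 100% = reference inhibitor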
MBD2 inh – inhibitors of MBD2 binding to methylated DNA, primary screen, biochemical, TR-FRET, DNA-binding domain, human; MBD2 binding to methylated oligonucleotide; inhibition, % at 4.4 µM; actives 0.31% (n = 370,000); AID 686964, 2013; in the data active = inhibition above about 13%
Target sequence (Q9UBB5 whole entry, looked up, the tested form may be a part): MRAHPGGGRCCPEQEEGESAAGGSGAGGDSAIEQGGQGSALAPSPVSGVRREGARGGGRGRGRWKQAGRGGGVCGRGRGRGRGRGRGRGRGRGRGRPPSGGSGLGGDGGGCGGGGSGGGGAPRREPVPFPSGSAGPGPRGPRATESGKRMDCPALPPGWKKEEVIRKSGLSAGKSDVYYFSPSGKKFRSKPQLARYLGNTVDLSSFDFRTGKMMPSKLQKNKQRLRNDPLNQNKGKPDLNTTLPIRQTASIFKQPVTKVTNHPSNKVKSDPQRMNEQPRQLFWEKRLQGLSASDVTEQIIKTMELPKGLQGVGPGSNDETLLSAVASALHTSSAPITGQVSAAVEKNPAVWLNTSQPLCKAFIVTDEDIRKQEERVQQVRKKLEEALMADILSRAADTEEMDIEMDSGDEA
SIAE primary – human SIAE inhibitors, primary screen, biochemical, fluorescence polarization, FP-Rh probe, 1536-well HTS | Sialate O-acetylesterase (Homo sapiens), Q9HAT2 | SIAE FP-Rh probe binding | inhibition, % at 9.66 µM | actives 0.69% (n = 370,000) | AID 1053197, 2014;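 active = inhibition above a cutoff: mean of compounds within the control limits plus 3 SD of those, cut at about 17% in these data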;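 also: 0% = plate median of compound wells and 100% = probe without SIAE protein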
Target sequence (Q9HAT2 whole entry, looked up): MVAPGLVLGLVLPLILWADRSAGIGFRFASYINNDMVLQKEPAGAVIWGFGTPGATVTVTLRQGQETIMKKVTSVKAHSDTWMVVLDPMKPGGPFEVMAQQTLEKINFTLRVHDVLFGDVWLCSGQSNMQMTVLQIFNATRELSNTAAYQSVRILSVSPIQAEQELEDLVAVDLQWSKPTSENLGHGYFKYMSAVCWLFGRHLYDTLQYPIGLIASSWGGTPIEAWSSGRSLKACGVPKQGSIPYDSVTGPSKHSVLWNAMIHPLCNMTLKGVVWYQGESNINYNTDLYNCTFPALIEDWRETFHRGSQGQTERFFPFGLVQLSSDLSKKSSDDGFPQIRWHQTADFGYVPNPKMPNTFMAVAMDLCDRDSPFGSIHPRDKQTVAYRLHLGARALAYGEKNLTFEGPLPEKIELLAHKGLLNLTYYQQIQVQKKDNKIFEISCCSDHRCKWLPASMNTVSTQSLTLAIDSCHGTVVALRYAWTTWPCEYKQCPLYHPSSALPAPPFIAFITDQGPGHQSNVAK
PRMT1 inh – PRMT1 methyltransferase inhibitors, primary screen, biochemical, fluorescence polarization; recombinant PRMT1, activity-based probe fluorescence polarization; inhibition, % at 2.79 µM; actives 1.3% (n = 370,000); AID 652257, 2013;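 active = inhibition above about 21% made by adding two undisclosed values, limit read from the data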
TDP2 absorb – human TDP2 enzyme inhibitors, primary screen, biochemical, epi absorbance, recombinant enzyme; inhibition, % at 12.8 µM; actives 0.34% (n = 370,000); T5PNP hydrolysis, p-nitrophenol absorbance 415 nm; Tyrosyl-DNA phosphodiesterase 2 (Homo sapiens), O95551;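 active = inhibition above the mean of all tested compounds plus 3 SD, set per campaign, cut at about 25% in these data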;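 also: 0% = DMSO with enzyme and 100% = buffer with substrate but no TDP2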
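System – recombinant human TDP2 · Amount – 120 nM TDP2 per well · Buffer or medium – Mg2+-containing Tris-HCl buffer, pH 7.5 · Reagent – T5PNP substrate, 5 mM · Dosing – 12.8 µM single point, 1% DMSO · Incubation – 2 h at 37 °C · Measured by – epi absorbance · Read-out basis – percent inhibition · Benchmarks – high control without enzyme, low control DMSO plus TDP2 · Repeats – singlicate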
proKLK7 act – proKLK7 zymogen activators, primary screen, biochemical, fluorescence intensity; Kallikrein-7 (Homo sapiens), P49862; activation, % at 7 µM; actives 0.9% (n = 370,000); purified proKLK7, EDANS-DABCYL substrate fluorescence; 100% is mature enzyme control, 0% vehicle;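 active = activation above the mean of all tested compounds plus 3 SD, computed per campaign excluding outliers beyond control limits, cut at about 13% in these data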
DDE Tn6 FP inh – inhibitors of Tn6 peptide binding to fibrin DD(E), primary screen, biochemical, fluorescence polarization, human fibrin, Tn6 probe; actives 0.21% (n = 370,000); Fibrin DD(E) TRITC-Tn6 fluorescence polarization displacement; inhibition, % at 8.3 µM;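 active = inhibition above a per-campaign cutoff: mean of compounds within control limits plus 3 SD, cut at about 15% in these data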;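 also: 0% = median of all compound wells on the plate and 100% = blocking peptide control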
Tn7 DDE FP – inhibitors of Tn7 peptide binding to fibrin DD(E), primary screen, biochemical, fluorescence polarization, human fibrin, Tn7 probe. Fibrinogen beta chain (Homo sapiens), P02675. FP displacement of FITC-Tn7 peptide from fibrin DD(E); 0% = median of compound wells per plate. inhibition, % at 8.3 µM. actives 0.13% (n = 370,000);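 active = inhibition above the mean of compounds falling within the control limits plus 3 SD of them, cut at about 14% in these data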;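 also: 0% = plate median of compound wells and 100% = 10 µM Aha-Tn7 peptide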
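assay system = human clot-derived fibrin DD(E) complex | quantity = Fibrin-DD(E) at 2 µM final | timing = 10 min preincubation, 3 h with tracer, room temperature | signal = fluorescence polarization | measure = percent inhibition | benchmarks = high control wells with 10 µM unlabelled Aha-Tn7 peptide (full inhibition) | replicates = singlicate testing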
Starred values were filed as active, the others as inactive.

Screening COc1ccc(C(=O)NC(=S)N2CCOCC2)cc1Br returned TCR CD3 inh -5, LEDGF integ inh -4, UHRF1 binding 2, MBD2 inh 4, SIAE primary -2, PRMT1 inh 6, TDP2 absorb -5, proKLK7 act -0.3, DDE Tn6 FP inh 5 and Tn7 DDE FP -2.
For COC(=O)c1sc(N)c(C(=O)OC)c1COC(=O)CCNS(=O)(=O)c1ccc(C)cc1 the results were TCR CD3 inh 4, LEDGF integ inh 4, UHRF1 binding 10, MBD2 inh 4, SIAE primary -11, PRMT1 inh -2, TDP2 absorb -11, proKLK7 act 0.1, DDE Tn6 FP inh -5 and Tn7 DDE FP -2.
Screening O=C(NCCc1ccccc1)C1CCN(S(=O)(=O)c2ccc(-n3cnnn3)cc2)CC1 returned TCR CD3 inh 10, LEDGF integ inh 3, UHRF1 binding -1, MBD2 inh 1, SIAE primary 2, PRMT1 inh 2, TDP2 absorb 7, proKLK7 act -0.2, DDE Tn6 FP inh 1 and Tn7 DDE FP -3.
For COc1ccccc1CN1CCCC(C(=O)N(C)Cc2ccccc2)C1 (stereo not drawn) the results were TCR CD3 inh -1, LEDGF integ inh -3, UHRF1 binding 2, MBD2 inh -2, SIAE primary 7, PRMT1 inh -2, TDP2 absorb 11, proKLK7 act -0.4, DDE Tn6 FP inh 7 and Tn7 DDE FP 3.
`COCCN(C)Cc1nc(C(c2ccccc2)c2ccccc2)no1` gave TCR CD3 inh 3, LEDGF integ inh 6, UHRF1 binding 1, MBD2 inh 2, SIAE primary -2, PRMT1 inh -2, TDP2 absorb -8, proKLK7 act -0.7, DDE Tn6 FP inh 6 and Tn7 DDE FP -2.
`Cc1ccc2nc(Cn3cc(C(F)(F)F)ccc3=O)cc(=O)n2c1` gave TCR CD3 inh 1, LEDGF integ inh 0, UHRF1 binding 0, MBD2 inh 4, SIAE primary 10, PRMT1 inh 1, TDP2 absorb 2, proKLK7 act 3.2, DDE Tn6 FP inh 0 and Tn7 DDE FP -2.
CC(C)C(C(=O)NC1CCCC1)N1CCC(O)(c2ccc(Cl)cc2)CC1 (stereo not drawn) was read as TCR CD3 inh -8, LEDGF integ inh -5, UHRF1 binding 4, MBD2 inh 4, SIAE primary -3, PRMT1 inh 3, TDP2 absorb -9, proKLK7 act -0.9, DDE Tn6 FP inh -3 and Tn7 DDE FP 1.
For CCc1ccc(-c2nc(CN3CCC(C(=O)NCc4ccc(F)cc4)CC3)c(C)o2)cc1 the results were TCR CD3 inh -5, LEDGF integ inh -2, UHRF1 binding -4, MBD2 inh 2, SIAE primary -6, PRMT1 inh 1, TDP2 absorb 6, proKLK7 act -0.3, DDE Tn6 FP inh -6 and Tn7 DDE FP 5.
CCn1nnnc1SCC(=O)Nc1ccc(OC)cc1 was read as TCR CD3 inh 6, LEDGF integ inh 0, UHRF1 binding 1, MBD2 inh -4, SIAE primary 4, PRMT1 inh -1, TDP2 absorb 5, proKLK7 act 0.1, DDE Tn6 FP inh -4 and Tn7 DDE FP 11.
CCc1c(C(=O)NNC(=S)Nc2ccc(S(=O)(=O)Nc3ncccn3)cc2)csc1C was read as TCR CD3 inh 13, LEDGF integ inh 7, UHRF1 binding 0, MBD2 inh -4, SIAE primary 1, PRMT1 inh -1, TDP2 absorb -14, proKLK7 act 0.1, DDE Tn6 FP inh 2 and Tn7 DDE FP 2.
CC(C)(O)C(=O)NN(C(=O)c1ccccc1)c1cccc(Br)c1 was read as TCR CD3 inh 2, LEDGF integ inh -1, UHRF1 binding -1, MBD2 inh -5, SIAE primary -1, PRMT1 inh -1, TDP2 absorb -9, proKLK7 act 0.2, DDE Tn6 FP inh 2 and Tn7 DDE FP -9.
Screening O=C(Nc1ccc2c(c1)OCCO2)c1[nH]c(C(F)(F)F)nc1-c1ccccc1 returned TCR CD3 inh -6, LEDGF integ inh -3, UHRF1 binding 0, MBD2 inh 9, SIAE primary 7, PRMT1 inh 5, TDP2 absorb 2, proKLK7 act -0.1, DDE Tn6 FP inh -10 and Tn7 DDE FP 3.
Screening Cc1nc2ccc(C(=O)N3CCN(Cc4ccccc4)CC3)cc2[nH]1 returned TCR CD3 inh 2, LEDGF integ inh 0, UHRF1 binding -1, MBD2 inh -2, SIAE primary 3, PRMT1 inh -2, TDP2 absorb 4, proKLK7 act 0.2, DDE Tn6 FP inh -6 and Tn7 DDE FP 4.
`O=C(CN(c1cccc(C(F)(F)F)c1)S(=O)(=O)c1ccc(Cl)c([N+](=O)[O-])c1)NCc1ccccc1` gave TCR CD3 inh -8, LEDGF integ inh 1, UHRF1 binding -2, MBD2 inh -2, SIAE primary 0, PRMT1 inh -4, TDP2 absorb 10, proKLK7 act -0.2, DDE Tn6 FP inh 9 and Tn7 DDE FP 6.
`O=C(NCCS(=O)(=O)c1ccc(Cl)cc1)c1ccc(F)cc1` gave TCR CD3 inh 4, LEDGF integ inh -3, UHRF1 binding 1, MBD2 inh 1, SIAE primary 0, PRMT1 inh 2, TDP2 absorb -2, proKLK7 act -0.1, DDE Tn6 FP inh -3 and Tn7 DDE FP -7.
Screening Cc1ccc(NC(=O)C(CC(C)C)NC(N)=O)cc1Cl (stereo not drawn) returned TCR CD3 inh 3, LEDGF integ inh 0, UHRF1 binding -3, MBD2 inh -4, SIAE primary 0, PRMT1 inh -3, TDP2 absorb 11, proKLK7 act 0.6, DDE Tn6 FP inh 10 and Tn7 DDE FP 2.
Screening O=C(NCCN1CCOCC1)c1cc(-c2ccccc2)on1 returned TCR CD3 inh -5, LEDGF integ inh 1, UHRF1 binding 2, MBD2 inh -1, SIAE primary 4, PRMT1 inh 3, TDP2 absorb -17, proKLK7 act 0.0, DDE Tn6 FP inh -3 and Tn7 DDE FP -4.
For C/C(=N\NC(=O)c1ccc(-c2ccccc2)cc1)c1cccc(N)c1 the results were TCR CD3 inh -11, LEDGF integ inh 0, UHRF1 binding -2, MBD2 inh -3, SIAE primary -10, PRMT1 inh -1, TDP2 absorb -14, proKLK7 act 0.2, DDE Tn6 FP inh -1 and Tn7 DDE FP -4.
For Cc1cccc(NC(=O)C(=O)NCCc2c[nH]c3ccccc23)c1C the results were TCR CD3 inh 1, LEDGF integ inh -2, UHRF1 binding 0, MBD2 inh 1, SIAE primary -3, PRMT1 inh 1, TDP2 absorb 18, proKLK7 act -0.1, DDE Tn6 FP inh -3 and Tn7 DDE FP -4.
COCCNC(=S)N(CCc1c(C)[nH]c2ccc(F)cc12)Cc1ccco1 was read as TCR CD3 inh 2, LEDGF integ inh 2, UHRF1 binding 5, MBD2 inh 8, SIAE primary 0, PRMT1 inh 12, TDP2 absorb -9, proKLK7 act -0.4, DDE Tn6 FP inh 0 and Tn7 DDE FP -2.
`O=C(c1ccc(Br)cc1)N1CCCC(c2nc(-c3cccs3)no2)C1` (stereo not drawn) gave TCR CD3 inh -4, LEDGF integ inh 1, UHRF1 binding 2, MBD2 inh 2, SIAE primary 1, PRMT1 inh 0, TDP2 absorb 2, proKLK7 act 0.2, DDE Tn6 FP inh -3 and Tn7 DDE FP 5.
`CC(C)Cc1nnc(NC(=O)C2CC(=O)N(Cc3ccccc3)C2)s1` (stereo not drawn) gave TCR CD3 inh -7, LEDGF integ inh 4, UHRF1 binding -1, MBD2 inh -5, SIAE primary 3, PRMT1 inh -8, TDP2 absorb -7, proKLK7 act -0.5, DDE Tn6 FP inh -4 and Tn7 DDE FP 7.

A stretch from further up, for reference:
`O=C(NCCS(=O)(=O)c1ccc(Cl)cc1)c1ccc(F)cc1` gave TCR CD3 inh 4, LEDGF integ inh -3, UHRF1 binding 1, MBD2 inh 1, SIAE primary 0, PRMT1 inh 2, TDP2 absorb -2, proKLK7 act -0.1, DDE Tn6 FP inh -3 and Tn7 DDE FP -7.
Screening Cc1ccc(NC(=O)C(CC(C)C)NC(N)=O)cc1Cl (stereo not drawn) returned TCR CD3 inh 3, LEDGF integ inh 0, UHRF1 binding -3, MBD2 inh -4, SIAE primary 0, PRMT1 inh -3, TDP2 absorb 11, proKLK7 act 0.6, DDE Tn6 FP inh 10 and Tn7 DDE FP 2.
Screening O=C(NCCN1CCOCC1)c1cc(-c2ccccc2)on1 returned TCR CD3 inh -5, LEDGF integ inh 1, UHRF1 binding 2, MBD2 inh -1, SIAE primary 4, PRMT1 inh 3, TDP2 absorb -17, proKLK7 act 0.0, DDE Tn6 FP inh -3 and Tn7 DDE FP -4.

Compounds were not picked by outcome. Share with any hit: about 4.6%.
